Nrf2 activator: activators of Nrf2 (ARE) signaling; AREc32 ARE-luciferase reporter (MCF7-derived line), luminescence, 24 h; Potency, µM (titrated, usually from 46.1 µM), for inactives: at the top dose activation, hits mostly activators; 410,000 compounds, 0.31% hits; AID 624171; also: potency is read from the fitted curve at half-maximal effect; % of control where 0% means no effect; nearly all actives have a fitted effect of over 65% in size
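AREc32 cells carrying an ARE-driven firefly luciferase, 1000 cells/well in OPTI-MEM with 5% FBS, dosed after overnight attachment and incubated 24 hr at 37 deg C. Steady-Glo luminescence read after 30 min at RT.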
Abeta yeast res: restores growth of yeast expressing A-beta42 peptide; yeast expressing A-beta42, growth rescue, OD600, 48 h; response scale: 0% DMSO, 100% iron-clioquinol control; Potency, µM (highest dose often 46.1 µM), for inactives: at the highest dose growth rescue, most hits filed as activators; 410,000 compounds, 0.063% hits; AID 1347071; also: potency is read from the fitted curve at half-maximal effect; nearly all actives have a fitted effect of over 55% in size
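Yeast A-beta toxicity model in growth medium with pinned compounds, 48 h at 30 C; growth read as absorbance at 600 nm. Normalized to FeCl3/clioquinol equimolar mix (positive) and DMSO (negative).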
CCT chaperon mod: changes cytosolic chaperonin activity; purified chaperonin ATPase assay, HTRF ADP detection, 30 min; activity change, % (test concentration not listed), hits read low; 360,000 compounds, 0.3% hits; AID 651819; in the data active = activity change below about -30%; also: % is scaled to controls: 0 for no effect and ±100 for the full control effect
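Enzyme 40 or 20 nM (batch-dependent) in Tris pH 7.4/KCl/MgCl2/DTT; cpd 76 uM single point; ATP 10 uM; 30 min 37 °C; Transcreener ADP HTRF detection, 30 min RT; ratio 665/615.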
Nrf2 inh: blocks Nrf2 signaling; A549 ARE-Fluc reporter, luciferase luminescence, 18-24 h; Potency, µM (top dose mostly 46 µM), without a hit: at the highest dose activity change, negative = inhibition, most hits filed as inhibitors; 360,000 compounds, 2.1% hits; AID 504444; also: potency is read from the fitted curve at half-maximal effect; % is scaled to controls: 0 for no effect and ±100 for the full control effect; nearly all actives have a fitted effect of over 60% in size
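Cells were seeded and rested 2 h, then exposed to compounds for 18-24 h. CellTiter-Fluor was read first as a viability measure. BugLite was added 15 min before the final luminescent read of ARE-luciferase activity in A549 cells.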
TGFb inhibitor: inhibitors of TGF-b signaling. HepG2 CAGA-GFP TGF-b/SMAD3 reporter, GFP fluorescence, 18 h; TGF-beta stimulated, 500 pg/mL final. Potency, µM (doses to about 46.1 µM), for inactives: at the highest dose activity, negative = inhibition, usual class: inhibitors. 410,000 compounds, 1.2% hits. AID 588855; also: potency is read from the fitted curve at half-maximal effect; % is scaled to controls: 0 for no effect and ±100 for the full control effect; nearly all actives have a fitted effect of over 65% in size
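Read-out: total well GFP (ex488/em500-530) summed from mean per-cell fluorescence. Cells: HEPG2 CAGA-GFP, 1% FBS DMEM, 18 h at 37 degrees C with 500 pg/mL final TGF-beta. Unstimulated wells served as the full-inhibition control; stimulated DMSO wells = 0%.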
Mm-Cpn inhibitor: M. maripaludis TRiC chaperonin inhibition | purified Mm-Cpn ATPase, ADP Transcreener TR-FRET | Potency, µM (titrated, usually from 76.9 µM), for the others: top-dose activity, negative = inhibition, hits mostly inhibitors | 330,000 compounds, 0.031% hits | AID 504842; also: potency is read from the fitted curve at half-maximal effect; % is scaled to controls: 0 for no effect and ±100 for the full control effect; nearly all actives have a fitted effect of over 80% in size
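Reaction buffer contained 30 mM Tris pH 7.4, 100 mM KCl, 5 mM MgCl2 and 1 mM DTT. Mm-CPN (25 nM final) hydrolysed 10 uM ATP over 30 min at 37°C; ADP was read by HTRF.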
Akt phos inh: blocks phosphorylation of Akt | activity change, % for hits at 50 µM | Neuro2A IGF-stimulated pAkt S473 HTRF, 20 min; active compounds read low | AID 651550 | 360,000 compounds, 0.32% hits; in the data active = activity change below about -80%; inconclusive = mostly about -51% to -80%; also: % is scaled to controls: 0 for no effect and ±100 for the full control effect
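Neuro2A cells in DMEM with 0.5% FBS, overnight at 37 deg C, given compound at single 50 µM final, then IGF (6 nM final) for 20 min at 37 deg C. Lysed; phospho-Akt Ser473 by HTRF after 24 h, 665/615 ratio.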
HepG2 viability: HepG2 cytotoxicity, counter-screen for TGF-b inhibitors | HepG2 CAGA-GFP viability, ATP luminescence, 18 h | Potency, µM (titrated, usually from 46.1 µM), without a hit: at the highest dose activity change, negative = cytotoxicity, actives largely listed as cytotoxic | 410,000 compounds, 0.76% hits; also: potency is read from the fitted curve at half-maximal effect; some results filed as inactive show a strong effect at the top dose
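HepG2 CAGA-GFP cells (1000/well, DMEM with 1% FBS) received compound, then TGF-beta at 500 pg/mL final, and were incubated 18 hours at 37 degrees C. Viability was read by CellTiter-Glo luminescence. Media-only wells were set as complete cell-killing and DMSO as no toxicity.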
A549 viability: kills or reduces viability of A549 cells in Nrf2 counter-screen; Potency, µM (series often up to 46 µM), without a hit: at the top dose activity change, negative = cytotoxicity, most hits filed as inhibitors; AID 504648; 390,000 compounds, 0.16% hits; A549 ARE-Fluc cells, CellTiter-Fluor viability, 18-24 h; also: potency is read from the fitted curve at half-maximal effect; % is scaled to controls: 0 for no effect and ±100 for the full control effect
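Cytotoxicity counterscreen: CellTiter-Fluor fluorescence was measured in A549 ARE_Fluc cells after 18-24 h of compound exposure in a concentration series. The subsequent BugLite luminescent read reports ARE-luciferase activity.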
* = called active by the depositor; i = inactive; ? = inconclusive; / = no result given; & = joins results of further samples; [ ] = remark or other dose. Unless noted, calls follow the shape of the dose curve; as a rule, active = well fitted curve in the direction sought with a large enough effect; inconclusive = small, poorly fitted or top-dose-only effect, or another doubt; inactive = no such curve, though single readings can be large; an effect the other way counts as inactive or inconclusive.

#1 COc1ccc(N(CC(=O)Nc2ccc(C)c(C)c2)S(=O)(=O)c2c(C)noc2C)cc1
#2 CN1C=CC=C/C1=C1\SC(=S)N(c2ccccc2)C1=O
#3 CCn1c(=O)n(-c2cccc(Cl)c2)c(=O)c2sc3ccccc3c21
#4 CCOCCn1c(CCCO)nc2ccccc21
#5 C(=C\c1nc(-c2ccncc2)no1)/c1ccccc1
#6 CCOC(=O)C(CCCP(=O)(c1ccccc1)c1ccccc1)(NC(C)=O)C(=O)OCC
#7 COc1cc(C2C(C(=O)c3ccco3)=C(O)C(=O)N2c2cc(C)on2)cc(Br)c1O (stereo not drawn)
#8 O=C(CC1SC(=Nc2ccccc2)N(CCCO)C1=O)Nc1ccc(Cl)cc1 (stereo not drawn)
Screen / compound no.	1	2	3	4	5	6	7	8
Nrf2 activator	-0.2%	-0.2%	-0.8%	-0.4%	?	-1.1%	0.4%	3.4%
Abeta yeast res	/	19%	-8%	3%	30%	-3%	6%	12%
CCT chaperon mod	1.3	-0.2	/	-0.3	-3.6	0.8	1.5	-0.4
Nrf2 inh	2%	5%	-14%	-7%	?	-10%	4%	/
TGFb inhibitor	?	16%	-5%	2%	-2%	9%	1%	?
Mm-Cpn inhibitor	1%	0%	/	1%	1%	1%	-2%	-1%
Akt phos inh	i	i	/	i	i	i	-115%*	i
HepG2 viability	-25%	0%	3%	-7%	3%	-10%	5%	-12%
A549 viability	-3%	?	-8%	13%	5%	3%	-25%	-16%

#9 O=C(CCCc1ccccc1)NC1CC(=O)N(c2cccc(F)c2)C1 (stereo not drawn)
#10 O=S(=O)(NCc1csc(-c2cccnc2)n1)c1ccc(Br)cc1
#11 CCN(C(=O)COC(=O)CCOc1cc(C)ccc1C)c1c(N)n(Cc2ccccc2)c(=O)[nH]c1=O
#12 CC1(C)CC(=O)C/C(=N/NC(=O)c2ccc(-c3ccccc3)cc2)C1
#13 CC[C@@]1(c2ccccc2OC)ON(c2ccccc2C(F)(F)F)C1=O
#14 O=C(CN1C(=O)NC2(CCCC2)C1=O)Nc1ccc(F)c(Cl)c1
#15 CCC(=O)N1CCc2cc(S(=O)(=O)NCCC(=O)Nc3ccc(C)cc3C)ccc21
#16 Cn1c(=O)oc2cc(S(=O)(=O)N3CCCC(C(=O)NCCc4ccccc4)C3)ccc21 (stereo not drawn)
Screen / compound no.	9	10	11	12	13	14	15	16
Nrf2 activator	2.9%	-0.2%	0.2%	0.1%	-2.1%	2.2%	0.8%	-0.3%
Abeta yeast res	2%	7%	6%	-10%	-36%[inhibitor]	5%	-5%	5%
CCT chaperon mod	/	1.3	-1.2	1.1	-2.3	0.8	/	/
Nrf2 inh	/	-18%	-11%	16µM*	-27%	-5%	3%	-17%
TGFb inhibitor	/	0%	-20%	-15%	?	0%	?	-4%
Mm-Cpn inhibitor	/	-7%	/	-5%	1%	2%	/	/
Akt phos inh	/	i	i	i	i	i	/	/
HepG2 viability	-13%	6%	-25%	-20%	14µM*	9%	2%	5%
A549 viability	10%	-4%	-2%	-1%	-11%	-12%	1%	0%

#17 COc1cc(CNCCc2ccc(S(N)(=O)=O)cc2)ccc1OCC(=O)NC(C)(C)C
#18 Cc1ccc(-c2nnc(NC(=O)c3ccco3)s2)cc1
#19 O=S(=O)(/N=C(/Nc1cc(N2CCOCC2)ncn1)c1ccc(F)cc1)c1ccccc1
#20 COCCNc1ncnc2c1ncn2[C@H]1CN(CCN2CCOCC2)C[C@@H](CO)O1
#21 Cc1ccc(N(C)S(=O)(=O)c2cc3c(cc2C)NC(=O)CO3)cc1
#22 COc1ccc2oc(=O)c(C(=O)Nc3cccc(C(=O)O)c3)cc2c1
#23 COC(=O)c1cc(C(=O)OC)n(Cc2ccc(Br)cc2)n1
#24 CCNC(=S)N1CCn2c(nc3ccccc32)C1
Screen / compound no.	17	18	19	20	21	22	23	24
Nrf2 activator	-0.4%	3.4%	0.4%&-0.4%	-0.2%	0.6%	-3.5%	2.3%	0.4%
Abeta yeast res	6%	-10%	0%&17%	-14%	4%	-13%	-5%	5%
CCT chaperon mod	-0.6	1.3	-3.3&-0.2	-19	1.5	/	-0.1	-13
Nrf2 inh	14%	?	5%&12%	/	?	?	2%	3%
TGFb inhibitor	-4%	-21%	?	-2%	-1%	36%[activator]	14%	-2%
Mm-Cpn inhibitor	-1%	-1%	-6%	/	2%	/	1%	2%
Akt phos inh	i	i	i	i	i	/	i	i
HepG2 viability	2%	-5%	-14%&6%	1%	-2%	-1%	0%	-1%
A549 viability	3%	-14%	-4%&-5%	/	-11%	2%	-14%	-2%

#25 CC(C)c1ccc(S(=O)(=O)NCc2ccc3c(c2)CCN3C(=O)c2ccccc2)cc1
#26 CCCCn1c(N)c(N(CCOC)C(=O)COC(=O)C(C)Oc2ccc(Cl)cc2)c(=O)[nH]c1=O (stereo not drawn)
#27 CN(Cc1cn(C)nc1-c1ccccc1F)CC1CCN(Cc2ccccc2)CC1
#28 CNC(=O)C1CCC(Cn2c(=O)c3sccc3n(CC(=O)N3CCCC(C)C3)c2=O)CC1 (stereo not drawn)
#29 Cc1csc(=O)n1CC(=O)Nc1ccc(Cl)cc1F
#30 O=C(COc1ccc(S(=O)(=O)Nc2ccccc2)cc1)NCc1ccncc1
#31 Cc1nn(-c2cccc(Cl)c2)nc1C(=O)Nc1cccc(C(=O)NC2CC2)c1
#32 Cc1ccc(S(=O)(=O)Cn2nnnc2C(C(C)C)N2CCC(C(N)=O)CC2)cc1 (stereo not drawn)
Screen / compound no.	25	26	27	28	29	30	31	32
Nrf2 activator	-0.4%	0.1%	1.8%	-1.0%	-0.6%	0.0%	0.4%	0.5%
Abeta yeast res	-4%	1%	-5%	-10%	23%	10%	-14%	-12%
CCT chaperon mod	/	0.1	-3.6	/	1.3	1.1	0.4	-3.5
Nrf2 inh	/	3%	4%	?	-17%	0%	?	6%
TGFb inhibitor	?	-29%	3%	0%	6%	0%	20%	13%
Mm-Cpn inhibitor	/	0%	0%	/	0%	-7%	-2%	0%
Akt phos inh	/	i	i	/	i	i	i	i
HepG2 viability	-11%	-2%	-21%	-11%	-1%	8%	1%	17%
A549 viability	-6%	0%	-23%	-11%	-1%	-4%	-8%	-3%

Not a retest: 5 of the compounds above.
#1 COc1ccc(N(CC(=O)Nc2ccc(C)c(C)c2)S(=O)(=O)c2c(C)noc2C)cc1
#2 CN1C=CC=C/C1=C1\SC(=S)N(c2ccccc2)C1=O
#3 CCn1c(=O)n(-c2cccc(Cl)c2)c(=O)c2sc3ccccc3c21
#4 CCOCCn1c(CCCO)nc2ccccc21
#5 C(=C\c1nc(-c2ccncc2)no1)/c1ccccc1
Screen / compound no.	1	2	3	4	5
Nrf2 activator	-0.2%	-0.2%	-0.8%	-0.4%	?
Abeta yeast res	/	19%	-8%	3%	30%
CCT chaperon mod	1.3	-0.2	/	-0.3	-3.6
Nrf2 inh	2%	5%	-14%	-7%	?
TGFb inhibitor	?	16%	-5%	2%	-2%
Mm-Cpn inhibitor	1%	0%	/	1%	1%
Akt phos inh	i	i	/	i	i
HepG2 viability	-25%	0%	3%	-7%	3%
A549 viability	-3%	?	-8%	13%	5%

(list continues)
#33 COCCn1cnc2c1c(=O)n(CC(=O)c1ccc3c(c1)OCCO3)c(=O)n2Cc1ccccc1
#34 CCOC(=O)c1cc2c(=O)n3ccccc3nc2n(Cc2ccco2)c1=NC(=O)c1ccccc1Br
#35 COc1ccc(C)cc1NC(=O)CN(c1ccccc1F)S(C)(=O)=O
#36 COC(=O)[C@]1(Cc2ccccc2)N[C@H](CN(C)C(=O)Nc2ccc(C)cc2)[C@@H]2C(=O)N(C)C(=O)[C@@H]21
#37 COC(=O)c1ccc(N2C(=O)CC(N(C)Cc3ccccc3)C2=O)cc1 (stereo not drawn)
#38 COc1ccc(C2=CSC3=NCCN23)cc1F
#39 O=C(CN1CCN(Cc2ccc(F)cc2)C1=O)NCc1cccs1
#40 NNC(=O)c1cc2c(ccc3ccccc32)o1
Screen / compound no.	33	34	35	36	37	38	39	40
Nrf2 activator	-0.2%	5.5%	0.7%	-0.2%	-1.3%	2.1%	0.4%	1.9%
Abeta yeast res	6%	-11%	-4%	8%	-59%[inhibitor]	20%	0%	-19%
CCT chaperon mod	-0.7	/	-0.5	0.2	-2.6	-0.3	-2.1	-9.2
Nrf2 inh	-10%	-6%[9.27 µM]	-7%	-8%	29%	/	-3%	2%
TGFb inhibitor	-14%	19%	0%	7%	18%	-1%	-22%	-11%
Mm-Cpn inhibitor	-5%	/	1%	0%	1%	-1%	-2%	-2%
Akt phos inh	i	/	i	i	/	i	i	i
HepG2 viability	-3%	-14%	2%	3%	14%	-1%	-21%	-11%
A549 viability	2%	15%	5%	0%	-2%	11%	11%	0%

Screening data (PubChem BioAssay)
